From PubChem BioAssay
p53null 39C tox – qHTS Screen for Compounds that Selectively Target Cancer Cells with p53 Mutations: Cytotoxicity of p53 Null Cells at the Nonpermissive Temperature | H1299 p53-null (neo) cells, 39C, ATPlite viability, 24 h | Potency, µM (series often up to 46.1 µM), without a hit: at the highest dose activity, negative = cell killing, usual class: cytotoxic | hit rate 0.97% among 55,000;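 also: potency is read from the fitted curve at half-maximal effect; 0% = DMSO only and -100% = full killing by 100 µM tamoxifen; nearly all actives have a fitted effect of over 50% in size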
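Luminescent ATP signal reported cell survival after H1299 lines (neo, p53 null; or p53 A138V) received up to 46 uM compound and 24 hr incubation at 39C.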
p53null 32C tox – qHTS Screen for Compounds that Selectively Target Cancer Cells with p53 Mutations: Cytotoxicity of p53 Null Cells at the Permissive Temperature. Potency, µM (top dose mostly 46.1 µM), for inactives: at the top dose activity change, negative = cytotoxicity, most hits filed as cytotoxic. AID 903, 2007. H1299-neo p53 null cells, ATP luminescence, 24 h, 32C. hit rate 0.62% among 55,000;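 also: potency is read from the fitted curve at half-maximal effect; 0% = DMSO only and -100% = full killing by 100 µM tamoxifen; nearly all actives have a fitted effect of over 55% in size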
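ATP-content luminescence in p53-null H1299-neo cells after 24 h compound exposure (up to 46 uM) at 32C permissive temperature; 0% and 100% killing set by DMSO and 100 uM tamoxifen; Hill-equation AC50.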
NTMT1 inhibitor – Primary qHTS for Inhibitors of N-terminal methyltransferase 1 (NTMT1): MTaseGlo Assay. N-terminal Xaa-Pro-Lys N-methyltransferase 1 (Homo sapiens), Q9BV86. NTMT1 MTase-Glo SAH luminescence, purified enzyme. Potency, µM (highest dose often 114 µM), without a hit: top-dose activity change, negative = inhibition, most hits filed as inhibitors. hit rate 2.5% among 59,000;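 also: potency is read from the fitted curve at half-maximal effect; plate controls were DMSO vehicle for no effect and no enzyme for full effect; nearly all actives have a fitted effect of over 65% in size; many of its hits are not listed in these tables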
Target sequence (Q9BV86 whole entry, looked up): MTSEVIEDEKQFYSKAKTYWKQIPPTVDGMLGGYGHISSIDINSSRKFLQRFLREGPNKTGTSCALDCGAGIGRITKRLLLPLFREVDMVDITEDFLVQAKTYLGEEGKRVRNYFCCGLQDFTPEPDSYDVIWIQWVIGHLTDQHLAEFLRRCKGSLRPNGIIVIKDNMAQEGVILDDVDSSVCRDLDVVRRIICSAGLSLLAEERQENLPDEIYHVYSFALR
FH mod – Identification of activators of human fumarate hydratase by quantitative high-throughput screening | FH coupled MDH/diaphorase resazurin fluorescence, 15 min | Potency, µM (series often up to 79.9 µM), for inactives: top-dose activity change, negative = inhibition, hits mostly inhibitors | hit rate 0.22% among 54,000; also: potency is read from the fitted curve at half-maximal effect; % is scaled to controls: 0 for no effect and ±100 for the full control effect; the screen sought activators but most active calls are inhibition curves; nearly all actives have a fitted effect of over 45% in size
GALK inhibitor – qHTS Assay for Inhibitors of Human Galactokinase (GALK): NCGC Sytravon Library Screen | Potency, µM (highest dose often 57.5 µM), for the others: at the top dose activity, negative = inhibition, most hits filed as inhibitors | AID 1347072, 2019 | recombinant GALK, Kinase-Glo ATP luminescence, 1 h | 44,000 tested, under 10 active | P51570;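 also: plate controls were full GALK reaction for no effect and reaction lacking GALK for full effect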
Target sequence (P51570 whole entry, looked up): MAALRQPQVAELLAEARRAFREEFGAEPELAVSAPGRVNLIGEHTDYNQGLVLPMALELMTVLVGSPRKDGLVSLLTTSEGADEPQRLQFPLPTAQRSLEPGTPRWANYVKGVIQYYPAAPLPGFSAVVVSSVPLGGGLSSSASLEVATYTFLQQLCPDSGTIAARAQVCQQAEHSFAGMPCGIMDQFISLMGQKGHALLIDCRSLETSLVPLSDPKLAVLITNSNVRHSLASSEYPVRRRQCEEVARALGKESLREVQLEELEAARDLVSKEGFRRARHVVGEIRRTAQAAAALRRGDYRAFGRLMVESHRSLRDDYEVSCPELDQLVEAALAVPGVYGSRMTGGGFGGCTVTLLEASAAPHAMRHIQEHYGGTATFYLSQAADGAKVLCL
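Luminescent ATP-depletion readout (Kinase-Glo Plus, 10 min) after 1 h RT reaction of 5 nM GALK, 35 uM ATP, 100 uM galactose, pH 8.0 HEPES buffer. Decreased kinase activity scored as inhibition.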
B2AR arrestin ag – qHTS assay of beta-arrestin-biased ligands of beta2-adrenergic receptor: NCGC Sytravon Library Screen | Beta-2 adrenergic receptor (Homo sapiens), P07550 | HTLA Tango cells, beta-arrestin recruitment, luciferase luminescence, 18 h | Potency, µM (top dose mostly 46.1 µM), without a hit: at the top dose activation, usual class: activators | 44,000 tested, under 10 active;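 also: potency is read from the fitted curve at half-maximal effect; 0% = DMSO and full agonism = EC100 isoproterenol or metaproterenol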
Target sequence (P07550 whole entry, looked up): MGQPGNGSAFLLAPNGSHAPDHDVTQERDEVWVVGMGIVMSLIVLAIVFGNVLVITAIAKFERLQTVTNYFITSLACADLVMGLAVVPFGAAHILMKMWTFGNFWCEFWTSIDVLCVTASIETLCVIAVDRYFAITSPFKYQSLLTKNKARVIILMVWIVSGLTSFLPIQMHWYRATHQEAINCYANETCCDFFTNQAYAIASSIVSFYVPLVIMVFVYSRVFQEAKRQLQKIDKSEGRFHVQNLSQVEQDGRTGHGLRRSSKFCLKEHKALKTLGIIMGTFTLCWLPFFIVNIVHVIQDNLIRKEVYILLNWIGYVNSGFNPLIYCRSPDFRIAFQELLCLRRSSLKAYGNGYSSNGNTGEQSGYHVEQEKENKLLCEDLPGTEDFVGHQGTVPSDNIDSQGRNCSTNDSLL
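Luminescence read-out: arrestin recruitment to recombinant beta2-AR releases tTA, inducing luciferase. Cells exposed 18 hr at 37 degrees C to up to 46 microM compound; %Activity from corrected signal, concentration-response curves classified by r2, magnitude and efficacy.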
PTAP-TSG101 blk – qHTS Validation Assay for Inhibitors of HIV-1 Budding by Blocking the Interaction of PTAP/TSG101: Sytravon Library Screen. Potency, µM (titrated, usually from 115 µM), for the others: at the top dose activity change, negative = inhibition, hits mostly inhibitors. 44,000 tested, under 10 active. Fluorescence polarization, FITC-PTAP peptide/Tsg101, 20 min. AID 1347069, 2019; also: potency is read from the fitted curve at half-maximal effect; 0% is about no effect
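Fluorescence polarization: Tsg101 binding domain (10 uM final) in 10 mM HEPES pH 7.5, 0.15 M NaCl, 0.01% Tween 20, 3 mM EDTA, 0.1 mM TCEP; compounds pinned; FITC-PTAP peptide 50 nM final; 20 min, r.t.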
* marks the source's active call; other numbers are inactive results; ? = inconclusive; . = not tested or not shown; [ ] = remark or other dose. Calls follow the shape of the dose curve; as a rule, active = well fitted curve in the direction sought with a large enough effect; inconclusive = small, poorly fitted or top-dose-only effect, or another doubt; inactive = no such curve, though single readings can be large; an effect the other way counts as inactive or inconclusive.

Molecule	p53null 32C tox	FH mod	NTMT1 inhibitor	p53null 39C tox	PTAP-TSG101 blk	GALK inhibitor	B2AR arrestin ag
Cc1cc(C)c2c(CC(=O)N3CCN(c4cccc(Cl)c4)CC3)coc2c1	31%[activator]	?	2%	24%	-1%	4%	0%
COc1ccc(C2=C(N3CCN(c4cccc(C)c4)C(C)C3)c3ccccc3C2=O)cc1 (stereo unspecified)	-11%	.	.	?	-1%	-8%	2%
CC1=C(c2ccc(C)cc2)S(=O)(=O)N(Cc2ccc(C(=O)Nc3ccc(C)c(F)c3)cc2)C1=O	-4%	-6%	21%	0%	-11%	1%	-1%
O=C(Nc1c(C(=O)N2CCN(c3ccccc3)CC2)oc2ccccc12)c1ccccc1F	-27%	-9%	7%	10%	3%	4%	5%
COc1cccc(CNC(=O)c2cc3c(=O)oc4ccc(C)cc4c3s2)c1	2%	-8%	?	-29%	-4%	-4%	0%
O=C1CC(c2nnc(Cc3c(F)cccc3Cl)o2)CN1c1ccccc1 (stereo unspecified)	-4%	1%	10%	-14%	-2%	2%	1%
COc1ccc2oc(=O)c(C(=O)NCCc3c(C)[nH]c4ccc(F)cc34)cc2c1	8%	-17%	-2%	-18%	-9%	8%	1%
COc1cc2c(=O)n(CCC(=O)NCC3CCCO3)c(=O)n(CC(=O)Nc3c(C)cccc3C)c2cc1OC (stereo unspecified)	2%	1%	?	-15%	-2%	-5%	-1%
CCOc1cc(C(=O)OCc2cc(=O)n3c(C)csc3n2)cc(OCC)c1OCC	-9%	11%	1%	-23%	0%	1%	-1%
O=C(Cn1c(=O)c(C(F)(F)F)nc2ccccc21)Nc1ccc(Br)cc1F	-3%	6%	5%	-4%	-6%	4%	0%
CCOc1ccc(C(=O)Nc2ccc3oc(-c4ccc(Br)cc4)nc3c2)cc1	7%	5%	14%	-6%	4%	2%	0%
CCN(CC)CCN(C(=O)c1ccco1)c1nc2ccc(Cl)cc2s1	-4%	-10%	-13%	-9%	-6%	-6%	0%
COc1cccc(-n2ccn(CC(=O)c3ccc(F)cc3)c(=O)c2=O)c1	-1%	3%	5%	-25%	2%	0%	0%
COc1cc(OC)c(NC(=O)Nc2c(C)n(C)n(-c3ccccc3)c2=O)cc1Cl	-3%	5%	13%	-21%	0%	0%	0%
COc1ccc(/C=C/C(=O)Nc2sc(C)c(C)c2C(=O)O)cc1	3.2µM*	-29%	?	0.79µM*	2%	-1%	1%
CCCCN(CCCC)CCNC(=O)c1cn(C)c2ccc(S(=O)(=O)N3CCCC3)cc2c1=O	3%	-22%	-12%	0%	1%	8%	0%
CCC(C)NC(=O)CCSc1nc(-c2ccc3c(c2)OCO3)cc(C(F)(F)F)n1 (stereo unspecified)	-4%	1%	9%	-11%	4%	2%	-1%
COc1ccc2[nH]c(=O)c(CN(C(=O)c3cccc(Cl)c3)c3ccccc3OC)cc2c1	-6%	-11%	1%	1%	1%	4%	-1%
O=C(Nc1ccc(Oc2ccccc2)cc1)c1ccc(F)c(S(=O)(=O)N2CCN(c3ccccc3F)CC2)c1	0%	-7%	4%	16%	0%	2%	-1%
O=C(NCCc1csc(-c2cccnc2)n1)c1ccccc1	-21%	-20%	-8%	61%[activator]	-1%	-2%	0%
CCc1ccc(NC(=O)c2cc(S(=O)(=O)N3CCCCC3)c[nH]2)cc1	-7%	-11%	23%	-24%	11%	2%	0%
COc1cccc(OCc2cc(=O)n3c(-c4ccccc4)csc3n2)c1	-3%	0%	-6%	-8%	4%	-8%	?
Cc1cccc(Cn2c(SCc3ccc(C(=O)NCc4ccccc4)cc3)nc3cccnc32)c1	12%	-28%	3%	-10%	4%	-4%	0%
Cc1oc(C)c2c(=O)cc(-c3ccc4c(c3)OCO4)cc(OC(=O)c3cccc(Cl)c3)c12	-3%	-22%	-1%	-2%	-5%	0%	0%
CCc1ccc(-n2c(=O)c3ccccc3n(CC(=O)NCCc3ccc(OC)c(OC)c3)c2=O)cc1	6%	2%	-20%	-9%	-1%	-1%	0%
O=C(Cn1ncc2c3ccccc3n(Cc3cccc(Cl)c3)c2c1=O)Nc1ccc(F)cc1F	0%	11%	-5%	-5%	58%[activator]	1%	-3%
CCCCn1c(=O)c2oc3ccccc3c2n(CC(=O)Nc2cccc(Cl)c2C)c1=O	-2%	-9%	13%	2%	1%	?	1%
CCc1ccc(-c2cc(C)no2)cc1S(=O)(=O)N1CCN(c2cccc(Cl)c2)CC1	2%	-11%	-5%	-21%	0%	1%	-1%
CCN(c1ccccc1)c1nnc(NC(=O)Nc2ccc(C)cc2)s1	2%	0%	10%	3%	2%	-10%	-1%
CC(C)C(=O)Nc1nnc(S(=O)(=O)N2CCc3ccccc32)s1	4%	4%	3%	-1%	0%	?	0%
CCOc1ccc(CNC(=O)c2ccc3c(c2)sc2nc(-c4ccccc4)cn23)cc1	4%	-5%	2%	-12%	-3%	-8%	0%
CC1=C(c2ccc(Cl)cc2)S(=O)(=O)N=C1N1CCC(C(=O)NCc2ccccc2F)CC1	-7%	2%	-2%	-2%	0%	-1%	0%
Cc1nn(CC(=O)NCc2ccco2)c(=O)c2nn(-c3ccccc3)c(C)c12	4%	19%	-5%	9%	-1%	0%	0%
COc1ccc(NC(=O)c2cc(-c3ccccc3F)no2)cc1	1%	0%	-2%	-18%	2%	2%	0%
CS(=O)(=O)c1ccc2nc(NC(=O)CS(=O)(=O)c3ccc(Cl)cc3)sc2c1	-15%	-25%	5%	15%	-5%	?	-1%
COc1cccc(CNC(=O)CCc2c(C)nc3c(c(C)nn3-c3ccc(C)c(C)c3)c2C)c1	-12%	7%	17%	-5%	3%	-12%	-3%
Cc1ccc(Cl)cc1NC(=O)c1csnn1	5%	0%	-5%	-10%	-14%	0%	?
O=C(CSc1nc2c(oc3ccccc32)c(=O)n1-c1ccccc1)Nc1ccc(F)c(Cl)c1	6%	-12%	7%	-3%	0%	6%	1%
COc1ccccc1-c1c(C)nn2c(N3CCN(c4ccc(Cl)cc4)CC3)cc(C)nc12	3%	-8%	-21%	24%	-3%	0%	-1%
COc1ccc(C(=O)Nc2ccc(-c3nc4ccccc4s3)c(Cl)c2)cc1Cl	-12%	-1%	-21%	-30%	-1%	2%	1%
CCc1ccc(C2c3c(-c4ccccc4)n[nH]c3C(=O)N2c2ccc(C(=O)O)cc2)cc1 (stereo unspecified)	8%	-7%	?	10%	-17%	-1%	0%
COc1ccc(OC)c(NC(=O)c2c(NCc3cccs3)sc3c2CCCC3)c1	24%	-24%	3%	0%	-8%	1%	3%
COc1ccc(-c2cn3c(n2)sc2cc(C(=O)NCc4ccccc4OC)ccc23)cc1	19%	-6%	23%	22%	1%	0%	0%
O=C1CCc2cc(S(=O)(=O)NCc3ccccc3Cl)cc3c2N1CC3	9%	-14%	9%	1%	-2%	-3%	0%
CCN(CC)c1ccc2cc(-c3nc(-c4ccc(Cl)cc4Cl)cs3)c(=O)oc2c1	-3%	4%	-29%	5%	-3%	-2%	-2%
COc1ccc(C(=O)NCc2ccc3c(c2)CCN3C(=O)c2ccc(C)cc2)cc1	-14%	?	22%	0%	-1%	-1%	8%
Cc1cc(C)cc(-n2ccn(CC(=O)Nc3ccccc3C(F)(F)F)c(=O)c2=O)c1	-3%	3%	-1%	?	0%	2%	2%
Cc1nc2cc(C(=O)NC3CCCCCC3)ccc2n1-c1ccc(Br)cc1	-4%	-28%	14%	8%	-6%	-1%	4%

Three entries from above, field by field:
Cc1ccc(Cl)cc1NC(=O)c1csnn1
  p53null 32C tox = 5%; FH mod = 0%; NTMT1 inhibitor = -5%; p53null 39C tox = -10%; PTAP-TSG101 blk = -14%; GALK inhibitor = 0%; B2AR arrestin ag = ?
O=C(CSc1nc2c(oc3ccccc32)c(=O)n1-c1ccccc1)Nc1ccc(F)c(Cl)c1
  p53null 32C tox = 6%; FH mod = -12%; NTMT1 inhibitor = 7%; p53null 39C tox = -3%; PTAP-TSG101 blk = 0%; GALK inhibitor = 6%; B2AR arrestin ag = 1%
COc1ccccc1-c1c(C)nn2c(N3CCN(c4ccc(Cl)cc4)CC3)cc(C)nc12
  p53null 32C tox = 3%; FH mod = -8%; NTMT1 inhibitor = -21%; p53null 39C tox = 24%; PTAP-TSG101 blk = -3%; GALK inhibitor = 0%; B2AR arrestin ag = -1%

(next part)
Molecule	p53null 32C tox	FH mod	NTMT1 inhibitor	p53null 39C tox	PTAP-TSG101 blk	GALK inhibitor	B2AR arrestin ag
Cc1nn(C(C)C(=O)NCCc2ccccc2)c(=O)c2c1sc1ccccc12 (stereo unspecified)	-4%	-14%	?	1%	2%	0%	-3%
CCOc1ccccc1NC(=O)C1=C(C)Nc2ncnn2C1c1ccco1 (stereo unspecified)	2%	4%	5%	-7%	0%	-1%	1%
CCCCOc1ccc(CNC(=O)C2COc3ccc(OC)cc3C2)cc1 (stereo unspecified)	1%	-2%	7%	-19%	1%	2%	0%
CCOC(=O)c1cccc(NC(=O)Cc2ccc(NC(=O)N3CCCCc4ccccc43)cc2)c1	-1%	?	5%	9%	-4%	1%	1%
CCc1cccc(C)c1NC(=O)c1ccc2c(c1)CCN2S(=O)(=O)CC	6%	-10%	-4%	25%	-3%	2%	-2%
COc1cccc(CNC(=O)c2cc(C)nc3c2c(C)nn3-c2ccc(C)cc2)c1	1%	-18%	-1%	-18%	-6%	0%	0%
CCOc1ccc(CCNC(=O)c2cc3cccc4c3n2CCS4)cc1	7%	-13%	2%	-5%	1%	1%	-1%
COc1ccc(-c2nsc(NC(=O)COc3ccc(C)c(C)c3)n2)cc1	-4%	4%	18%	-23%	0%	-3%	0%
Cc1ccc(NC(=O)c2cc(S(=O)(=O)N(C)C3CCCCC3)ccc2F)cc1C	-2%	-19%	-4%	5%	-10%	0%	2%

This is a subset; rates above refer to the full screens.
